High-throughput results (PubChem BioAssay)
p53null 39C tox: qHTS Screen for Compounds that Selectively Target Cancer Cells with p53 Mutations: Cytotoxicity of p53 Null Cells at the Nonpermissive Temperature. H1299 p53-null (neo) cells, 39C, ATPlite viability, 24 h. Potency, µM (doses to about 46.1 µM), inactives show at the top dose activity, negative = cell killing, usual class: cytotoxic. 55,000 compounds, 0.97% hits. AID 904, 2007;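 note: 0% = DMSO only and -100% = full killing by 100 µM tamoxifen; nearly all actives have a fitted effect of over 50% in size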
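ATP-luminescence viability readout (ATPlite, 20 min RT) after 24 hr compound treatment at 39C of H1299-neo or H1299-p53A138V cells; titration up to 46 uM; normalized to DMSO and 100 uM tamoxifen; Hill-fit AC50.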
p53null 32C tox: qHTS Screen for Compounds that Selectively Target Cancer Cells with p53 Mutations: Cytotoxicity of p53 Null Cells at the Permissive Temperature | Potency, µM (doses to about 46.1 µM), for the others: top-dose activity change, negative = cytotoxicity, actives largely listed as cytotoxic | H1299-neo p53 null cells, ATP luminescence, 24 h, 32C | 55,000 compounds, 0.62% hits;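 note: 0% = DMSO only and -100% = full killing by 100 µM tamoxifen; nearly all actives have a fitted effect of over 55% in size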
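ATP-content luminescence in p53-null H1299-neo cells after 24 h compound exposure (up to 46 uM) at 32C permissive temperature; 0% and 100% killing set by DMSO and 100 uM tamoxifen; Hill-equation AC50.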
* marks the source's active call; other numbers are inactive results; ? = inconclusive; [ ] = remark or other dose. Calls come from the whole dose curve; as a rule, active = well fitted cell-killing curve with a large enough effect; inconclusive = small, poorly fitted or top-dose-only effect; inactive = no such curve, though single readings can be large or run the other way. Potency is the fitted concentration of half-maximal effect. Not all compounds are listed; the hit share may differ from the screen's.

SMILES | p53null 39C tox | p53null 32C tox
COc1ccc(-c2ccc(CCC(=O)O)n2NC(=O)c2cccs2)cc1 | -3% | -3%
Oc1ccc(Cl)cc1C1=Nc2ccccc2N=C(c2ccco2)C1 | 0% | 3%
Cc1cc(C)c(C#N)c(SCc2ccccc2)n1 | 2% | 3%
O=C(CSc1nc2ccccc2n1CC(=O)N1CCCC1)N1CCN(C(=O)c2ccco2)CC1 | 1% | -9%
CCOc1c(Br)cc(/C=C2\C(=O)N(CCC#N)N=C2C)cc1OC | 3% | -6%
CCOc1ccc(N2CC(C(=O)NCCc3ccc(OC)c(OC)c3)CC2=O)cc1 (stereo not given) | -9% | -6%
CCn1c(COc2ccccc2C)nc2ccccc21 | 5% | -24%
O=C(NCc1ccc(F)cc1)c1c2c(nc3ccccc13)CCN(Cc1ccccc1)C2 | 26% | -7%
CCc1ccccc1NC(=O)CSc1nc2n[nH]c(C)c2c(=N)n1-c1cccc(OC)c1 | -6% | 27%
O=C(Nc1ccccc1)c1ccc(NCC2CCCO2)c(S(=O)(=O)N2CCOCC2)c1 (stereo not given) | 13% | 0%
O=C(CSc1ncn[nH]1)c1ccco1 | -2% | -3%
CC(C)c1ccc(S(=O)(=O)c2nnn3c2nc(N2CCCCC2)c2ccccc23)cc1 | 17%[1.84 µM] | 2%
O=C(Nc1ccon1)c1sc2cc(F)ccc2c1Cl | -13% | -20%
O=C(c1ccccc1F)N1CCN(Cc2cccc(Cl)c2)CC1 | 8% | -12%
Cc1[nH]nc2c1C(c1cccnc1)N(c1ccc(Br)cc1)C2=O (stereo not given) | 14% | -3%
O=c1cc(N2CCN(c3ccccc3F)CC2)[nH]c(=O)n1-c1ccc(Br)cc1 | 21% | 9%
CCOC(=O)N/N=C(\C)c1ccc(C)c([N+](=O)[O-])c1 | 6% | -18%
Cc1ccc(C(=O)O)cc1NC(=O)c1cccs1 | 5% | 10%
O=C(CN1C(=O)c2ccccc2S1(=O)=O)Nc1ccccc1C(=O)NCc1ccco1 | 39%[activator] | 10%
COc1ccc(OC)c(-n2c(SCC(=O)N3CCc4ccccc43)nc3c(c2=O)SCC3)c1 | -3% | -7%
Cn1c(=O)c2c(nc(CN3CCc4ccccc4C3)n2Cc2ccc(Cl)cc2)n(C)c1=O | -5% | -10%
COCCSc1nnc(NC(=O)Cc2cccs2)s1 | 6% | 1%
NC(=O)C1(N2CCCCC2)CCN(C2CC(=O)NC2=O)CC1 (stereo not given) | -13% | -16%
CCC(=O)Nc1nc(-c2ccccc2)ns1 | -9% | -5%
COc1ccc(-c2nnnn2-c2ccccc2OC)cc1 | 14% | 11%

Looked up by compound from the list above, 5 records:
SMILES | p53null 39C tox | p53null 32C tox
CCc1ccccc1NC(=O)CSc1nc2n[nH]c(C)c2c(=N)n1-c1cccc(OC)c1 | -6% | 27%
O=C(Nc1ccon1)c1sc2cc(F)ccc2c1Cl | -13% | -20%
Cc1ccc(C(=O)O)cc1NC(=O)c1cccs1 | 5% | 10%
O=C(CSc1ncn[nH]1)c1ccco1 | -2% | -3%
Oc1ccc(Cl)cc1C1=Nc2ccccc2N=C(c2ccco2)C1 | 0% | 3%

Further structures.
SMILES | p53null 39C tox | p53null 32C tox
Cc1ccc(C)c2c(SC(C)C(=O)NCc3ccco3)nc(-c3ccccc3)nc12 (stereo not given) | 25% | -8%
CC(C)(CO)Nc1nc(N2CCCC2)nc(N2CCCC2)n1 | 6% | 3%
CC1(C)CC2CC(C)(CN2C(=O)Cc2ccccc2)C1 (stereo not given) | -15% | -10%
CCOC(=O)c1nn(-c2ccc(F)cc2)c2c1CC/C2=C/c1ccccc1 | -2% | -5%
O=C(NCCN1CCOCC1)NC1(C(F)(F)F)Oc2ccc(Cl)cc2O1 (stereo not given) | -18% | -23%
CCOc1ccccc1N1CCN(CC(=O)Nc2nnc(CC)s2)CC1 | -1% | -4%
O=C(CSc1nnc(CNc2ccccc2)o1)N1CCN(C(=O)c2ccco2)CC1 | 4% | 8%
CC(C)Sc1oc(-c2ccco2)nc1S(=O)(=O)c1ccccc1 | 11% | 15%
CCc1c(C)sc(NC(=O)C2CCCO2)c1C#N (stereo not given) | -6% | -2%
CC(=O)C1=C(O)C(=O)N(Cc2cccnc2)C1c1ccc(Cl)cc1Cl (stereo not given) | -2% | 2%
C(=N\Nc1nc(-c2ccccc2)cs1)/c1ccco1 | -16% | -5%
C=CCOc1ccc(/C(O)=C2/C(=O)C(=O)N(CCCN3CCOCC3)C2c2ccc(OC)cc2)cc1 (stereo not given) | 5% | -8%
COc1ccccc1/C=C/C=N/NC(=O)CN1CCN(S(=O)(=O)c2ccc(C)cc2)CC1 | -10% | 7%
c1ccc(C2OC3c4cccc5cccc(c45)C3N2c2ccccc2)cc1 (stereo not given) | 3% | 1%
CCOC(=O)c1c(C)nc2c(c1C)c(=O)oc1ccccc12 | 8% | -12%
CCOC(=O)c1c(N)sc(-c2ccccc2)c1C | 5% | -5%
COCCn1nnnc1C(c1ccccn1)N1CCN(c2cccc(C)c2C)CC1 (stereo not given) | -10% | 3%
Cc1ccccc1NCc1ccc(O)c2ncccc12 | -9% | 6%
CCOC(=O)N1CCN(C(c2ccccc2)c2sc3nc(C)nn3c2O)CC1 (stereo not given) | 5% | 10%
CCOC(=O)c1c(NC(=O)C2COc3ccccc3O2)sc(C)c1C (stereo not given) | 11% | 3%
CC(=O)NCc1ccc(C(=O)CSc2nnc(-c3ccncc3)n2Cc2ccccc2)o1 | 35% | 6%
CCc1ccc(C(C(=O)NCCOC)N(C(=O)Cn2nnc3ccccc32)c2cccnc2)cc1 (stereo not given) | -4% | 1%
CC(C)Sc1oc(-c2ccco2)nc1S(=O)(=O)c1ccc(F)cc1 | -8% | 3%
COc1ccc(-c2csc3ncnc(Oc4cccc5ccc(C)nc45)c23)cc1 | -8% | 0%
NS(=O)(=O)c1ccc(CCNC(=O)NC2(C(F)(F)F)Oc3ccccc3O2)cc1 | 10% | -15%

Quoted from the listing:
In p53null 32C tox, CC(C)Sc1oc(-c2ccco2)nc1S(=O)(=O)c1ccccc1 has 15%
In p53null 32C tox, CC(=O)C1=C(O)C(=O)N(Cc2cccnc2)C1c1ccc(Cl)cc1Cl (stereo not given) has 2%
In p53null 32C tox, C(=N\Nc1nc(-c2ccccc2)cs1)/c1ccco1 has -5%
In p53null 32C tox, O=C(CSc1nc2ccccc2n1CC(=O)N1CCCC1)N1CCN(C(=O)c2ccco2)CC1 has -9%
In p53null 32C tox, COCCn1nnnc1C(c1ccccn1)N1CCN(c2cccc(C)c2C)CC1 (stereo not given) has 3%

Next entries:
SMILES | p53null 39C tox | p53null 32C tox
Cc1nc2sc(C(c3cccs3)N3CCN(c4cccc(Cl)c4)CC3)c(O)n2n1 (stereo not given) | 8% | 10%
CCOC(=O)Cc1csc(NC(=O)Nc2ccccc2)n1 | ? | -22%
C=C(C)Cn1c(CCNC(=O)CC)nc2ccccc21 | -7% | -14%
COc1ccc2nc(SCc3ccccc3C)nc(C)c2c1 | 9% | 6%
CCCCNS(=O)(=O)c1ccc(S(=O)(=O)n2cnc3ccccc32)cc1 | -5% | -12%
CCc1nc(NCC2CCCO2)c(C#N)c2c1COC(C)(C)C2 (stereo not given) | 30% | 14%
COc1ccc(-c2nnnn2C)cc1S(=O)(=O)NCCc1ccccc1 | 4% | -1%
CCCc1noc2c1/C(=N\O)CC(c1ccccc1)C2 (stereo not given) | 2% | 0%
COc1ccc(S(=O)(=O)N2CCCN(S(=O)(=O)c3ccc(OC)c(C)c3)CC2)cc1C | -13% | -4%
C=CCOc1ccc(CNc2nccs2)cc1OCC | -11% | -1%
C/C(=N/NC(=O)CNC(=O)COc1ccccc1)c1ccco1 | 18% | 8%
CCOC(=O)c1c(-c2cccs2)csc1NC(=O)c1ccco1 | 7% | -3%
CCc1nnc(NC(=O)CSc2nnc(C3CCCCC3)n2-c2cccc(Cl)c2)s1 | -2% | 18%
CCOC(=O)CCSc1nc(-c2ccccc2)cc(C(F)(F)F)n1 | 16% | -5%
CCC(=O)Nc1ccc(N2CCC(C)CC2)cc1 | -13% | -5%
CC(=O)OC1CSc2nc3ccccc3n2C1 (stereo not given) | 4% | 3%
c1ccc2c(c1)OCC(c1csc3ncnc(N4CCCCC4)c13)O2 (stereo not given) | 29% | -1%
CNC(=O)CSc1nnnn1-c1ccc2c(c1)OCCO2 | 10% | 8%
CCOc1ccccc1NC(=O)CSc1nnc(Cn2c(=O)sc3ccccc32)n1C | -7% | 9%
CCOc1nc(SCCOc2ccc(C)cc2)nc(N(C)C)n1 | 16% | 4%
CCCOc1ccc(C2NC(=O)NC2=O)cc1 (stereo not given) | 20% | 4%
Cc1ccc(C(C(=O)NC2CCCC2)N(C(=O)CCC(=O)Nc2cc(C)on2)c2ccccc2)cc1 (stereo not given) | -7% | -2%
C=C(C)C1CC=C(C)/C(=N/NC(=O)COc2ccc(C)cc2)C1 (stereo not given) | 20% | -3%
CCOC(=O)Cc1csc(NC(=O)CSc2nnc(C(C)C)n2CC)n1 | -1% | -5%
O=C(Cn1cc(C(=O)C2CC2)c2ccccc21)NCc1ccccc1 | -10% | -12%
Later entries.
SMILES | p53null 39C tox | p53null 32C tox
CC(=O)Nc1nonc1C(=O)N1CCC(C)CC1 | -2% | -3%
COc1cc2[nH]c(=O)n(CCC(=O)N3CCN(c4cc(Cl)ccc4C)CC3)c(=O)c2cc1OC | -3% | 8%
O=C(C(Cl)Cl)N1CCN(Cc2ccccc2)CC1 | 18%[1.84 µM] | 2%
COc1ccc(NC(=O)CCCn2c(=O)c3sccc3n(Cc3ccc(C)cc3)c2=O)cc1 | 15% | -4%
Cc1nn(Cc2ccccc2Cl)c(C)c1NC(=O)c1nc2ncccn2n1 | 1% | 3%
C/C(Cc1ccccc1)=N\NC(=O)CNC(=O)c1ccc(C(C)(C)C)cc1 | 5% | -9%
O=[N+]([O-])c1ccc(Cl)cc1Sc1cccc2cccnc12 | -2% | 7%
Cc1ccn2c(-c3csc(NCc4ccccc4)n3)c(C)nc2c1 | -4% | -7%
COc1ccc(C2C(C(=O)Nc3ccccc3)=C(C)N=C3SCC(=O)N32)cc1 (stereo not given) | 44%[activator] | 10%
O=C(NC(=S)NCC1COc2ccccc2O1)c1ccccc1 (stereo not given) | 1% | 0%
Cc1ccccc1S(=O)(=O)Cc1ccc(C(=O)N2CCN(C3CCCCC3)CC2)o1 | -2% | -8%
Cc1cc(NC(=O)c2ccc3c(c2)OCO3)ccc1NC(=O)c1ccco1 | ? | ?
COc1cccc(C(C(=O)NC2CCCC2)N(Cc2ccc(C)cc2)C(=O)c2ccco2)c1OC (stereo not given) | -12% | -15%
O=C(CSc1nc2c(c(C(F)(F)F)n1)CCc1ccccc1-2)NCc1ccccc1 | 20% | 9%
Cc1nn(C)c(C)c1S(=O)(=O)N(CC(=O)Nc1ccc2c(c1)OCO2)c1ccc(C(C)C)cc1 | 12% | 2%
Cc1cccc(NC(=O)CSc2nnc(Cn3cnc4ccccc43)o2)c1 | -1% | 3%
CN(C)CCCN(C(=O)c1ccc2c(c1)CCCC2)c1nc2ccc(F)cc2s1 | -22% | -11%
CCOC(=O)N1CCN(C(=O)C2CC(=O)N(c3ccc(OC)cc3)C2c2ccc(OC)cc2)CC1 (stereo not given) | 30% | -2%
CCn1c(CNC(=O)c2cccs2)nnc1SCC(=O)Nc1ccc(Cl)cc1 | -12% | -3%
COc1ccc(S(=O)(=O)N(CC(=O)N2CCOCC2)Cc2ccccc2)cc1 | -5% | 12%
Nc1c(C(=O)C2CC2)sc2nc(-c3ccccc3)cc(C(F)(F)F)c12 | 13% | 8%
Cc1cc(N2C(=O)C3CC=CC(C)C3C2=O)no1 (stereo not given) | 14% | 9%
COC(=O)NC(=S)Nc1ccc(Oc2ccc(Cl)cc2Cl)c(Cl)c1 | -25% | 2%
Cc1ccc(/C=N/n2c(C)cc(C)c(C#N)c2=O)cc1 | 6% | 4%
CCC(=O)Nc1cccc(NC(=O)c2ccc(Br)cc2)c1 | -3% | -4%
O=c1ccnc(Sc2ncccc2[N+](=O)[O-])[nH]1 | -10% | -1%

Shown with two lines to a compound: entries from further up.
Second line of a record – p53null 39C tox, p53null 32C tox
- CCOC(=O)N1CCN(C(=O)C2CC(=O)N(c3ccc(OC)cc3)C2c2ccc(OC)cc2)CC1 (stereo not given)
    30%, -2%
- CCn1c(CNC(=O)c2cccs2)nnc1SCC(=O)Nc1ccc(Cl)cc1
    -12%, -3%
- COc1ccc(S(=O)(=O)N(CC(=O)N2CCOCC2)Cc2ccccc2)cc1
    -5%, 12%
- Nc1c(C(=O)C2CC2)sc2nc(-c3ccccc3)cc(C(F)(F)F)c12
    13%, 8%
- Cc1cc(N2C(=O)C3CC=CC(C)C3C2=O)no1 (stereo not given)
    14%, 9%
- COC(=O)NC(=S)Nc1ccc(Oc2ccc(Cl)cc2Cl)c(Cl)c1
    -25%, 2%
